NOD1 inhibition: NOD1 signaling inhibitors, primary screen, cell-based, luminescence, uHTS (AID 1578); NOD1-driven NF-kB luciferase reporter cells, luminescence; higher % means a stronger effect; inhibition, % at 4 µM; hits with a dose series show EC50 in µM; 290,000 compounds, 1% hits; in the data active = inhibition mostly above about 36%, no sharp cut-off; inactive = mostly below about 34%;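 note: HEK-293T reporter cells stimulated with the NOD1 agonist gamma-tri-DAP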
HEK293 NOD2/NF-kB: inhibition of NOD2-driven NF-kB reporter – cell-based, luminescence, uHTS, HEK293 (AID 1566); inhibition, % at 4 µM, or EC50 in µM where a hit was titrated; HEK293 NOD2/NF-kB luciferase reporter, luminescence; higher % means a stronger effect; 290,000 compounds, 0.63% hits; note: many of its hits are not listed in these tables
CSM14.1 death rescue: rescue of cells from ER stress-induced death, primary screen, 384-well, CSM14.1, thapsigargin, ATP luminescence (AID 1222); 190,000 tested, under 10 active; one-dose cellular ATP content (survival), % at 20 µM; EC50 in µM for titrated hits; CSM14.1 thapsigargin-induced death rescue, ATP luminescence; higher % means a stronger effect;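 active = EC50 below 50 µM in the dose-response confirmation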;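 note: death triggered by thapsigargin at about 15 µM added after 2 h compound pretreatment; cell ATP read after overnight thapsigargin exposure of roughly 18 to 22 hours; normalized against plate controls of thapsigargin alone and 5% DMSO vehicle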
GPR55 activation: GPR55 agonists via beta-arrestin recruitment, primary screen, imaging, U2OS cells, beta-arrestin-GFP redistribution (AID 1961). U2OS GPR55 beta-arrestin-GFP redistribution imaging; higher % means a stronger effect. 290,000 compounds, 0.048% hits. activation, % at 10 µM, or EC50 in µM where a hit was titrated;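 active = activation above 40% with more than 50 cells counted in the well; inconclusive = wells holding fewer than 50 cells, flagged as toxic or sparse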;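 note: U2OS osteosarcoma cells stably expressing GPR55 and beta-arrestin-GFP; plate controls were DMSO negative control for no effect and LPI positive control for full effect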
KOR beta-arrestin-1: KOR agonists, beta-arrestin recruitment, primary screen, cell-based, luminescence, uHTS (AID 1777); 280,000 compounds, 0.02% hits; one-dose activation, % at 10 µM; EC50 in µM for titrated hits; KOR beta-arrestin recruitment, luminescence; higher % means a stronger effect; in the data active = activation above about 50%, passing the limit was not always enough; note: a part of the inactive calls stands beside numbers as strong as those of hits
NTR1 agonist: agonists of NTR1, primary screen, imaging, U2OS cells, beta-arrestin-GFP, high content (AID 493036); P30989; NTR1-U2OS beta-arrestin-GFP spot imaging, agonist mode; activation, % at 20 µM; 330,000 compounds, 0.17% hits;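 active = activation at or above 40% of the spot to cytoplasm intensity ratio, with at least 20 cells analyzed; inconclusive = wells under 20 cells, flagged as cytotoxic or low count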;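 note: 0% = DMSO without peptide and 100% = 100 nM NTR1 peptide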
Target sequence (P30989 whole entry, looked up): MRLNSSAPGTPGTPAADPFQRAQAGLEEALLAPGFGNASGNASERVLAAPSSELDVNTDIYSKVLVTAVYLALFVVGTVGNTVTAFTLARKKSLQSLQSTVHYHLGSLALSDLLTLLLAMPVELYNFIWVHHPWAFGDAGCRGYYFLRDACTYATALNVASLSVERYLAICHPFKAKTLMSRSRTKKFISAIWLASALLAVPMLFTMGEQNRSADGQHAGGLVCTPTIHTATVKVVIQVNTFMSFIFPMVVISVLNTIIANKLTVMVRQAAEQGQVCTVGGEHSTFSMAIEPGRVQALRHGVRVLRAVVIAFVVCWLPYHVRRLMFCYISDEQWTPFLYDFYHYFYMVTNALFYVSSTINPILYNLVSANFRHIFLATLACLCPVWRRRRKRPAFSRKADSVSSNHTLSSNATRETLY
TNAP activators: human TNAP enzyme activators, primary screen, biochemical, luminescent, no phosphate acceptor, uHTS (AID 1001). purified TNAP, luminescent activation assay, no phosphate acceptor; higher activation fold means a stronger effect. activation fold at 20 µM; hits with a dose series show EC50 in µM. 200,000 compounds, 0.03% hits; in the data active = activation fold from about 3, or a potency from the dose series; inactive = the rest, 99 in 100 with activation fold below about 1.6; note: many of its hits are not listed in these tables
KOR beta-arrestin-2: kappa opioid receptor blockers – cell-based, luminescence, uHTS (AID 1778); KOR beta-arrestin recruitment, luminescence, antagonist mode; higher % means a stronger effect; inhibition, % at 10 µM; hits with a dose series show IC50 in µM; 290,000 compounds, 0.091% hits; note: strong numbers were not always called active
Yfh1-off respiration: mitochondrial function rescue without frataxin homolog – Friedreich's ataxia, plus single-dose screen, dose response (AID 1465); fold induction at 50 µM, or EC50 in µM where a hit was titrated; 220,000 compounds, 0.074% hits; S. cerevisiae Yfh1-off respiration, WST-1 reduction, 72 h; higher fold induction means a stronger effect;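 active = fold induction of absorbance versus untreated yeast above a set limit, then at least 30% activation at any dose in follow-up; inconclusive = repeats straddling the limit, or above it without dose testing; inactive = fold induction below the set limit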;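 note: activators that raise dye reduction in frataxin-depleted yeast; strong numbers were not always called active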
NTR1 agonist cell count 20 µM: further read-out of NTR1 agonist, marked with its call; cell count; measured here: cell count, cytotoxicity flag
An asterisk follows results filed as active; i = inactive; u = inconclusive; x = no result given; [ ] = remark or other dose. Cut-off read from the data, not from the text of the source, unless noted: active = inhibition above about 50%; inactive = the rest.

SMILES | NOD1 inhibition | HEK293 NOD2/NF-kB | CSM14.1 death rescue | GPR55 activation | KOR beta-arrestin-1 | NTR1 agonist | NTR1 agonist cell count 20 µM | TNAP activators | KOR beta-arrestin-2 | Yfh1-off respiration
CN1CCN(S(=O)(=O)c2ccc(N3CCc4ccccc4C3)nc2)CC1 | 14% | -27% | -1.3% | -0.5% | 5.2% | 0.0 | 47 | 1 | -10% | i
COc1cccc(OC)c1OCC(C)CNCC1CCCO1 (stereo not drawn) | 0% | -7% | -1.4% | -0.1% | 5.3% | 0.2 | 63 | 1.1 | -23% | i
COC(=O)c1[nH]c2ccc(F)cc2c1NC(=O)Nc1ccc(OC)cc1 | -21% | -2% | 0.2% | -0.1% | -2.4% | 0.6 | 70 | 1.1 | -10% | i
Cc1cc2c(c(=O)n1C1CC1)C(c1cccc(Cl)c1)C(C#N)=C(N)O2 (stereo not drawn) | 29% | 7% | 1.1% | 0.4% | -1.4% | 1.9 | 88 | 1 | -24% | i
CN1CCCN(Cc2nc(-c3cccc(C(F)(F)F)c3)no2)CC1 | -21% | -6% | -1.0% | -0.2% | -2.1% | 0.2 | 62 | 1.1 | -18% | i
CCc1ccc(OCC(O)CNC(C)(C)C)cc1 (stereo not drawn) | -12% | -9% | -0.7% | 0.0% | 0.5% | -1.6 | 43 | 1 | -35% | i
CCOC(=O)c1c(NC(=O)CN(C)C)sc(C(=O)N(CC)CC)c1C | 8% | 17% | 2.2% | 0.2% | -1.6% | 0.6 | 59 | 1.1 | -10% | i
Cc1cc(C)c2c(CN3CCN(Cc4ccccc4)CC3)cc(=O)oc2c1 | -4% | -2% | x | -0.1% | -7.8% | 3.0 | 84 | x | 1% | x
O=C(NCc1cccc(Cl)c1)c1ccc2c(c1)OCO2 | -21% | 0% | -2.6% | 0.2% | 0.9% | -0.4 | 69 | 0.9 | -12% | i
COc1ccccc1/C=C/C=N/n1c(-c2cc(-c3ccccc3)n[nH]2)n[nH]c1=S | 1% | 12% | x | 0.7% | 3.4% | 8.5 | 57 | x | -55% | i
Cc1noc(C)c1CSc1nnc(-c2ccccc2F)n1CCc1ccccc1 | 0% | 3% | 5.5% | 0.3% | 1.0% | 0.5 | 66 | 0.9 | -8% | i
Cc1cc(C)n(Cc2cccc(C(=O)N/N=C/c3cccnc3)c2)n1 | -25% | 0% | x | 0.0% | -1.6% | -0.1 | 57 | x | -2% | x
Cc1cccc(C)c1NC(=O)Cn1nc(-c2ccc(Cl)s2)ccc1=O | 12% | 4% | x | 0.4% | -1.3% | 1.9 | 56 | x | -26% | x
CCOC(=O)C1=C(C)NC(=O)CC1c1cc2c(cc1Br)OCO2 (stereo not drawn) | 8% | 1% | 0.0% | -0.2% | 10% | 0.1 | 47 | 1.1 | 21% | i
COc1cccc(/C(C)=N/NC(=O)Cc2c(C)[nH][nH]c2=O)c1 | -34% | -9% | 0.4% | -0.1% | -6.2% | -0.5 | 84 | 1.1 | 19%[20 µM] | i
CCCc1nc2oc3c(NCCN4CCOCC4)ncnc3c2c2c1CCCC2 | 22% | 22% | 1.8% | -0.3% | -7.0% | 2.3 | 84 | 0.9 | 15% | i
COc1cccc(NC(=O)N2CCC(NC(=O)C(Cc3ccccc3F)NC(C)=O)CC2)c1 (stereo not drawn) | -4% | 13% | x | -0.2% | -1.7% | -3.2 | 53 | x | 29% | x
COc1ccc(S(=O)(=O)N2CCCC(C(=O)Nc3cccc(C(C)=O)c3)C2)cc1 (stereo not drawn) | -13% | -8% | 0.6% | 0.2% | 3.2% | 1.0 | 47 | 0.9 | -15% | i
CCC(C(=O)NC1CCCCCC1)n1nc(C)c2c(C)n(-c3ccccc3)nc2c1=O (stereo not drawn) | 4% | 13% | x | 0.0% | -3.1% | -1.0 | 68 | x | -13% | x
O=C(CCC(=O)Nc1ccccc1)NNC(=O)c1cccs1 | 15% | 11% | 4.5% | -0.1% | 0.3% | 3.1 | 59 | 0.8 | -8% | i
Cc1ccccc1NC(=O)c1cccc(NC(=O)CCC(=O)O)c1 | -37% | 1% | -0.1% | -0.1% | x | -1.3 | 44 | 1.1 | -38%[20 µM] | i
CCOc1ccccc1N1CCN(C(=O)c2cccc(-c3ccc(O)cc3)c2)CC1 | 22% | 16% | 1.6% | -0.2% | 2.7% | 6.9 | 56 | 1.1 | -15% | x
Cc1cc(N)n(-c2ccccn2)n1 | 5% | 7% | x | -0.1% | 3.9% | 0.3 | 45 | x | 11% | i
COC(=O)CSc1ccc2nnc(-c3ccc(OC)c(OC)c3)n2n1 | -14% | 2% | x | 1.2% | -0.2% | -1.2 | 60 | 1.1 | -10% | i
Cc1cc(C)c(S(=O)(=O)NCCc2ccncc2)c(C)c1 | 6% | 29% | x | 0.3% | -6.8% | -1.0 | 65 | x | 6% | x
COc1ccc([N+](=O)[O-])cc1NC(=O)CSc1ccc2ccccc2c1 | 41% | 21% | 1.7% | -0.1% | -0.3% | 3.2 | 82 | 1 | 3% | i
COc1ccc(S(=O)(=O)c2snnc2C)cc1 | -5% | 2% | x | 0.0% | -6.3% | 0.6 | 82 | x | 17% | x
C#CCn1cccc(C(=O)Nc2ccc(OC)cc2)c1=O | -2% | 4% | x | -0.1% | -5.7% | -0.3 | 72 | x | -2% | x
O=C(NC1CCCC1)C(c1ccncc1)N(Cc1ccccc1)C(=O)Cc1cccs1 (stereo not drawn) | x | -5% | -1.7% | -0.2% | -0.8% | 1.4 | 46 | 1.1 | -27% | i
Nc1ccccc1C(=O)NCc1ccc(Cl)cc1 | -37% | -4% | -2.3% | 0.2% | 0.0% | -2.3 | 58 | 1 | 18% | i
Cc1ccc2[nH]cc(C(=O)CN3CCN(c4ccccn4)CC3)c2c1 | -23% | 3% | -1.9% | -0.2% | -1.5% | 0.6 | 52 | 1.1 | 7% | i
C=CCn1c(CCc2ccccc2)nnc1SCC(=O)OC | -41% | -6% | x | -0.1% | -3.6% | 0.1 | 71 | x | -2% | x
CC(NS(=O)(=O)c1ccc(Br)cc1)C(=O)NCc1ccco1 (stereo not drawn) | -19% | 2% | -1.3% | -0.1% | -5.7% | -1.2 | 86 | 1 | -11%[20 µM] | i
CCCC(=O)Nc1nc2ccc(C(=O)OCC)cc2s1 | -7% | -62% | -1.8% | -0.3% | 4.9% | 1.5 | 78 | 0.9 | -49% | i
CC1Cc2ccccc2N1C(=O)Cn1nc(C(=O)O)c2ccccc2c1=O (stereo not drawn) | -4% | 3% | 2.7% | -0.1% | 8.8% | 1.6 | 64 | 1 | -11% | i
COc1ccc(-c2nn(-c3ccccc3)cc2/C=N/N2C(=O)CSC2=S)cc1 | 1% | 52%* | -3.9% | -0.1% | 0.2% | 22 | 55 | 1.2 | -10% | i
O=C(NC(Cc1ccccc1)C(=O)N1CCCC1C(=O)O)c1ccccc1 (stereo not drawn) | -14% | -3% | 0.4% | -0.2% | 3.7% | -0.6 | 44 | 1.1 | 4% | i
COc1cccc(/C=C(\C#N)C(=O)NC2CCS(=O)(=O)C2)c1 (stereo not drawn) | -4% | 10% | -0.6% | 0.1% | -2.4% | 2.1 | 68 | 1.1 | 10% | i
Nc1[nH]nc2nc3ccccc3cc12 | -21% | -2% | -0.8% | 0.4% | 0.2% | -0.6 | 62 | 1 | -21% | i
COc1cccc(/C=C/C(=O)Nc2ccc(C(=O)Nc3cccc(S(N)(=O)=O)c3)cc2)c1OC | 34% | 0% | x | -0.1% | 1.5% | 1.8 | 65 | x | -3% | x
O=C(Nc1ccccc1)/C(=C\c1ccccc1)NC(=O)c1ccco1 | -1% | 0% | x | -0.1% | 1.4% | 1.5 | 59 | x | 9% | i
Cc1ccc(CNC(=O)CCCc2cn(C)c3ccccc23)cc1 | -7% | 6% | x | 0.4% | 1.5% | 0.4 | 42 | x | 12% | x
CCOC(=O)N1CCC(NC(=O)C(CC(C)C)NC(=O)C2CCC(C)CC2)CC1 (stereo not drawn) | -2% | 12% | 0.1% | 0.7% | -6.3% | -1.8 | 95 | 1.2 | -1% | i
CN(C(=O)C(=O)c1cn(CC(=O)N2CCCC2)c2ccccc12)C1CCCCC1 | -23% | -2% | x | 0.0% | 3.9% | 1.5 | 41 | x | -4% | x
C=CCn1c(SCC(=O)NCCOC)nnc1-c1cc2c(s1)CCC(CC)C2 (stereo not drawn) | -12% | 7% | -2.2% | u | -4.6% | 2.7 | 60 | 1 | 13% | i
COc1ccc(-n2nnc3c(SCC(=O)OCc4ccccc4)ncnc32)cc1 | 5% | 7% | 1.7% | 0.0% | -1.5% | 1.7 | 46 | 1.1 | 7% | i
CCN(c1ccc(C)c(C)c1)S(=O)(=O)c1c(C)[nH]c(=O)[nH]c1=O | -14% | 0% | -1.8% | -0.1% | 4.3% | 1.3 | 39 | 1 | 2% | i
CCOC(=O)c1c(C)n(C)c2ccc(OCC(O)CN3CCN(C)CC3)cc12 (stereo not drawn) | -15% | 0% | 0.9% | -0.1% | 3.2% | 2.1 | 55 | 1.1 | 26% | i
O=C(O)COc1ccc(/C=N/NC(=O)/C(=C/C=C/c2ccccc2)NC(=O)c2ccccc2)cc1 | -34% | 1% | x | -0.1% | -1.3% | 1.3 | 76 | x | -8% | x
FC(F)(F)c1nnc(N2CCN(c3ccc(Cl)cc3)CC2)s1 | 24% | 7% | x | -0.1% | x | 1.0 | 46 | x | 5% | i
Cc1cc(C)nc(NS(=O)(=O)c2ccc(NC(=O)c3cc(=O)c4ccccc4o3)cc2)n1 | -14% | 24% | x | -0.2% | -5.3% | 1.1 | 75 | x | -14% | x
Cc1cccc(-c2cccc(NC(=O)C3CCCN(Cc4cccnc4)C3)c2)c1 (stereo not drawn) | -24% | 3% | x | -0.1% | 0.7% | 1.4 | 52 | x | -30% | x
O=C(O)CN1C(=O)C(=O)N(Cc2ccc(Cl)c(Cl)c2)C1=O | 17% | -17% | x | -0.1% | -0.2% | -1.0 | 55 | x | -4% | x

Complete entries as entered above:
CCN(c1ccc(C)c(C)c1)S(=O)(=O)c1c(C)[nH]c(=O)[nH]c1=O reads NOD1 inhibition: -14%; HEK293 NOD2/NF-kB: 0%; CSM14.1 death rescue: -1.8%; GPR55 activation: -0.1%; KOR beta-arrestin-1: 4.3%; NTR1 agonist: 1.3; NTR1 agonist cell count 20 µM: 39; TNAP activators: 1; KOR beta-arrestin-2: 2%; Yfh1-off respiration: i
Cc1ccc(CNC(=O)CCCc2cn(C)c3ccccc23)cc1 reads NOD1 inhibition: -7%; HEK293 NOD2/NF-kB: 6%; CSM14.1 death rescue: x; GPR55 activation: 0.4%; KOR beta-arrestin-1: 1.5%; NTR1 agonist: 0.4; NTR1 agonist cell count 20 µM: 42; TNAP activators: x; KOR beta-arrestin-2: 12%; Yfh1-off respiration: x

This is a subset (hit frequency here may not be typical).
